HT1080 IDH1KD tx = HT-1080 IDH1 knockdown cell toxicity (counter line). HT-1080 IDH1 knockdown viability, ATP luminescence, 48 h. 360,000 tested, 2% active. Potency, µM (doses to about 46.1 µM), without a hit: at the highest dose activity, negative = toxicity, most hits filed as cytotoxic;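 further: potency means the concentration at half of the fitted maximal effect; 0% = DMSO wells and -100% = cell-free medium wells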
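In this qHTS, HT-1080 cells depleted of IDH1 are exposed for 48 h at 37 °C to compound titrations. Toxicity is scored from CellTiter-Glo luminescence, with DMSO as full viability and medium alone as none.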
SW480 rereplic = induces DNA re-replication in SW480 colon adenocarcinoma cells; SW480 DNA re-replication, Hoechst DNA content imaging, 48 h; Potency, µM (series often up to 46.1 µM), inactives show at the highest dose re-replication activation, hits mostly activators; 340,000 tested, 1.8% active; AID 624297; further: potency means the concentration at half of the fitted maximal effect; % of control where 0% means no effect; nearly all actives have a fitted effect of over 55% in size
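First, 250 cells per well were seeded. Next, compound or vehicle (23 nL) was pinned in, plates sat 48 hr at 37 C. Finally Hoechst was added for 40 min before fluorescence scanning.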
KB-3-1 cytotox = kills parental KB-3-1 adenocarcinoma cells | KB-3-1 viability, CellTiter-Glo ATP luminescence, 72 h | 400,000 tested, 1.4% active | Potency, µM (highest dose often 46.1 µM), without a hit: top-dose activity change, negative = cytotoxic, most hits filed as cytotoxic; further: potency means the concentration at half of the fitted maximal effect; on the % scale 0 is the no-effect control and ±100 the full control effect; nearly all actives have a fitted effect of over 60% in size
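Cells are dispensed, compounds pinned in, plates held at 37 °C for 72 h, then CellTiter-Glo is added and luminescence read after 10 minutes. Cell line: parental KB-3-1 in phenol-red-free DMEM, 10% FBS.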
IL1B secr inh = inhibitors of inflammasome signaling (IL-1 beta secretion); THP-1 LPS/ATP IL-1B secretion, AlphaLISA, 16 h; hits give low values; activity change, % at 57.5 µM; 360,000 tested, 4.7% active; in the data active means activity change below about -50%; inconclusive means mostly about -30% to -49%; further: on the % scale 0 is the no-effect control and ±100 the full control effect
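THP-1 cells pretreated 1 hr with compounds (up to 57.5 uM final), then stimulated with LPS (250 ng/mL final) plus ATP (1.25 mM final); secreted IL-1B measured by AlphaLISA after 16 hr, decreased signal indicating inhibition.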
KB-V1 MDR tox = KB-V1 MDR subline cytotoxicity; KB-V1 MDR cells viability, CellTiter-Glo, 72 h; 400,000 tested, 3.4% active; Potency, µM (highest dose often 46.1 µM), for the others: at the top dose activity change, negative = cytotoxicity, usual class: cytotoxic; further: potency means the concentration at half of the fitted maximal effect; on the % scale 0 is the no-effect control and ±100 the full control effect; nearly all actives have a fitted effect of over 60% in size
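Drug-selected KB-V1 cells, grown in DMEM lacking phenol red with 10% FBS, receive compound titrations; after three days at 37 degrees C, surviving cell ATP is quantified by CellTiter-Glo luminescence and responses normalized and curve-fitted.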
HT1080NT lethal = kills 2HG-producing HT-1080-NT fibrosarcoma cells; HT-1080-NT fibrosarcoma viability, CellTiter-Glo ATP luminescence, 48 h; Potency, µM (highest dose often 46.1 µM), for inactives: at the highest dose activity, negative = less viability, most hits filed as cytotoxic; 360,000 tested, 1.6% active; AID 686970;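 further: NT is the 2HG producing partner of a matched IDH1 knockdown line; potency means the concentration at half of the fitted maximal effect; 0% = DMSO-treated cells and -100% = media-only wells without cells; nearly all actives have a fitted effect of over 55% in size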
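A 48-hour cytotoxicity screen used HT-1080-NT cells plated 2 hours before compound delivery. ATP-based CellTiter-Glo luminescence measured viability, normalized to DMSO and no-cell controls.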
GLP-1R agonist = agonists of human GLP-1 receptor; Potency, µM (top dose mostly 45.6 µM), without a hit: at the highest dose activation, actives largely listed as activators; 380,000 tested, 0.007% active; AID 624172; HEK293 GLP-1R CRE-luciferase, luminescence, 4-6 h; cells express a hypersensitive GLP-1R form; further: potency means the concentration at half of the fitted maximal effect; % of control where 0% means no effect
Target sequence (P43220 whole entry, looked up): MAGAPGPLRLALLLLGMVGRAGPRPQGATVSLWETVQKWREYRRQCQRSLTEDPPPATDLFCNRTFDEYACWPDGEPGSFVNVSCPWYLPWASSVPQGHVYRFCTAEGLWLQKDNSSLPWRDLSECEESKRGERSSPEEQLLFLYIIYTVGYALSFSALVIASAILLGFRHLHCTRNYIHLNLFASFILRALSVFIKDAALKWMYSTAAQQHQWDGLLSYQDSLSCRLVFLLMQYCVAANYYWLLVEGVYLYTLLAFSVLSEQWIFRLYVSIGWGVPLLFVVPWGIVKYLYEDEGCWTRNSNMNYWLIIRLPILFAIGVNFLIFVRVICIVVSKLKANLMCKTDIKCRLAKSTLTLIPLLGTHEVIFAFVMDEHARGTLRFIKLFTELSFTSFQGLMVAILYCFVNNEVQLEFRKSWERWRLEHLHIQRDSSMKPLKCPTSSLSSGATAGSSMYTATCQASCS
DRD3 agonist = agonists of human D3 dopamine receptor; P35462; D3R DiscoveRx beta-arrestin cells, luminescence, 90 min; max activation, %; 410,000 tested, 0.58% active; in the data active means max activation above about 30%; further: 0% is about no effect; mostly tested at two doses, the higher about 12 µM
Target sequence (P35462 whole entry, looked up): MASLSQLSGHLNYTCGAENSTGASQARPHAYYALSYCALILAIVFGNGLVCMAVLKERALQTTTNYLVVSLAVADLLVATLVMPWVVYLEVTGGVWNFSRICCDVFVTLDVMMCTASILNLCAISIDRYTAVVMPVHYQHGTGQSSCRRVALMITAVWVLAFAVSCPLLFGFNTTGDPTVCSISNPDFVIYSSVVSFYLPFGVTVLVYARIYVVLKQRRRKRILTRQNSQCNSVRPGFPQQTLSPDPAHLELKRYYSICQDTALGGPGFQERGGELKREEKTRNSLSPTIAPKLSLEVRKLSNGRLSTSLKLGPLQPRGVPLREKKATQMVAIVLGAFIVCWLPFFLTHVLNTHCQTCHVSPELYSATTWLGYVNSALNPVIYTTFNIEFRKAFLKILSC
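Cells at 1500/well, incubated overnight, then treated with pinned compounds (dopamine as control) for 90 min at 37 degrees C. DiscoveRx reagent added for 30 - 60 minutes at room temperature; luminescence read.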
DRD3 antagonist = antagonists of human D3 dopamine receptor. D3R cells, DiscoveRx beta-arrestin luminescence, antagonist mode; hits give low values. max response, negative = inhibition, %. 360,000 tested, 2.5% active; in the data active means max response below about -50%; inconclusive means no clear call, values can overlap the other calls; further: on the % scale 0 is the no-effect control and ±100 the full control effect; mostly tested at two doses, the higher about 12 µM
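Cells expressing the human receptor were seeded at 1500 cells/well, incubated overnight at 37 degrees C in 5% CO2, then exposed to library compounds with dopamine controls for 90 minutes at 37 degrees C before luminescent detection.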
The depositor's hits bear a star; ? = inconclusive; . = not tested or not shown; [ ] = another dose, or the depositor's remark. Unless noted, the call rests on the fitted dose curve; in most records, active means well fitted curve in the direction sought with a large enough effect; inconclusive means small, poorly fitted or top-dose-only effect, or another doubt; inactive means no such curve, though single readings can be large; an effect the other way counts as inactive or inconclusive.

entry	SMILES	HT1080 IDH1KD tx	SW480 rereplic	KB-3-1 cytotox	IL1B secr inh	KB-V1 MDR tox	HT1080NT lethal	GLP-1R agonist	DRD3 agonist	DRD3 antagonist
1	Cc1cccnc1C(NC(=O)C1CCN(Cc2ccc(Oc3ccccc3)cc2)CC1)c1ccccc1 (stereo not drawn)	18µM*	.	-7%	?	?	23µM*	-1%	-22	-81*
2	Cc1cc(C)n2cc(COc3ccccc3)nc2n1	28%	0%	-6%	1	19%	28%	6%	1	3
3	O=[N+]([O-])c1ccc(C2CCCC/C2=N/O)c([N+](=O)[O-])c1 (stereo not drawn)	4%	-5%	-7%	37	-4%	6%	-2%	4	4
4	Cc1c(-c2nc3ccccc3[nH]2)cnn1C	9%	-2%	?	-23	0%	10%	-3%	-4	11
5	CCC(C)(C)NC(=O)C1CC(=O)N(CCc2ccc(F)cc2)C1 (stereo not drawn)	-3%	0%[9.22 µM]	1%	-17	-10%	-3%	1%	4	0
6	CCC(C)NS(=O)(=O)c1ccc(NC(=O)Cc2ccc(OC)cc2)cc1 (stereo not drawn)	-8%	1%	-7%	-7	?	-2%	19%	0	1
7	CC(=O)Oc1c(C(=O)c2nnc(C)o2)c(=O)n(Cc2ccccc2)c2ccccc12	-26%	3%	-3%	-64*	-1%	-15%	-15%	5	-3
8	CN(Cc1nc2ccccc2c(=O)[nH]1)Cc1cc(=O)oc2ccc3ccccc3c12	10%	-6%	-23%	1	1%	5%	0%	12	26
9	Nc1c(C(=O)NCc2ccco2)c2nc3ccccc3nc2n1CCc1ccccc1F	-15%	5.8µM*	?	-58*	?	-14%	-5%	1	93
10	CC(C)C(NC(=O)c1ccc(C(C)(C)C)cc1)C(=O)NCC(c1ccccc1)N(C)C (stereo not drawn)	-4%	-3%	-7%	-18	?	24%	6%	-18	-18
11	COc1ccc(N2CCN(C(=O)CN3C(=O)NC(C)(C4CC4)C3=O)CC2)cc1 (stereo not drawn)	14%	1%	2%	12	3%	3%	8%	-5	-6
12	CN(C)S(=O)(=O)c1cccc(C(=O)NC(=S)N(CCC#N)Cc2cccnc2)c1	9%	-7%	-4%	32	-7%	3%	-1%	-5	12
13	COCCCN1CC23C=CC(O2)C(C(=O)O)C3C1=O (stereo not drawn)	4%	-3%	9%	-4	?	8%	-3%	2	14
14	CC(=O)COc1ccc2c3c(c(=O)oc2c1C)CCCCC3	8%	-10%	-5%	-12	0%	1%	?	30	39
15	Cc1ccc(C2CC(=O)C(C=NCCN3CCN(C(=S)Nc4ccccc4)CC3)=C(O)C2)cc1 (stereo not drawn)	6%	-5%	?	0	-3%	16%	1%	0	2
16	CCOC(=O)C1C(=O)NC(C(=O)OCC)(C(=O)OCC)C1C(C)CC (stereo not drawn)	-20%	-8%	0%	-5	?	0%	12%	8	9
17	CCOC(=O)C1=C(C)NC(C)=C(C(=O)OCC)C1c1ccco1	-3%	-22%	-1%	6	-3%	11%	-3%	-3	0
18	Cc1c(C(=O)Nc2ccc(S(=O)(=O)Nc3ncccn3)cc2)oc2ccc(Cl)cc12	-4%	-1%	.	-8	.	16%	-1%	-8	14
19	CC1CCN(S(=O)(=O)N2CCCC(C(=O)NCc3ccccc3Cl)C2)CC1 (stereo not drawn)	-2%	-3%	-4%	-15	5%	2%	6%	-8	?
20	CCOc1ccccc1N1CC(C(=O)Nc2ccccc2N2CCOCC2)CC1=O (stereo not drawn)	8%	1%	-4%	-5	0%	1%	-5%	-3	-5
21	O=C(Nc1ccc(Cl)cn1)c1ccc(COCC(F)(F)C(F)F)o1	15%	-1%	-8%	30	-12%	2%	-5%	-7	-18
22	CCN1CCC2(CC1)N=C(c1ccc(F)cc1)C(=S)N2C(=O)c1ccc(C(C)(C)C)cc1	-10%	0%	0%	-19	-17%	2%	4%	0	5
23	O=C(COc1ccccc1F)NNC(=O)c1ccc2c(=O)n3c(nc2c1)CCC3	4%	3%	-2%	3	28%	1%	7%	-4	-7
24	CCOC(=O)C1=C(C)N(C)C(C)=C(C(=O)OCC)C1c1cccnc1	16%	-2%	-3%	-12	-17%	15%	4%	-3	?

A few values from above:
CCOC(=O)C1=C(C)N(C)C(C)=C(C(=O)OCC)C1c1cccnc1 in HT1080NT lethal: 15%
Cc1ccc(C2CC(=O)C(C=NCCN3CCN(C(=S)Nc4ccccc4)CC3)=C(O)C2)cc1 (stereo not drawn) in DRD3 agonist: 0

(cont.)
entry	SMILES	HT1080 IDH1KD tx	SW480 rereplic	KB-3-1 cytotox	IL1B secr inh	KB-V1 MDR tox	HT1080NT lethal	GLP-1R agonist	DRD3 agonist	DRD3 antagonist
25	CCn1c(O)c(N=NC(=O)Cc2csc(N3CCOCC3)n2)c2ccccc21	-7%	9%	15%	-18	?	-4%	19%	-3	-5
26	O=C1NC[C@H](Cc2ccccc2)N(C[C@H]2CCCN2C[C@H](Cc2ccccc2)N2C[C@H](Cc3ccc(O)cc3)N(CC3CCCCCC3)C(=O)C2=O)C1=O	?	?	0%	0	5%	?	-2%	-13	9
27	CCN(CC)CCNC(=O)c1ccc(-c2nc(CN3CCc4ccccc43)c(C)o2)cc1	.	.	-23%	.	?	.	-6%	8	.
28	Cc1cc(NC(=O)CSc2ncccc2C(=O)O)no1	8%	4%	4%	44	4%	1%	0%	-3	13
29	O=C(Cc1ccccc1F)Nc1ccc(SC(F)F)cc1	-5%	-14%	-4%	-55*	-1%	-3%	4%	-4	-14
30	CC1CCCN(C(=O)c2sc3cc([N+](=O)[O-])ccc3c2Cl)C1 (stereo not drawn)	-18%	-7%	0%	-18	-19%	-17%	2%	-8	20
31	O=C(Cn1c(=O)ccn(Cc2ccccc2)c1=O)Nc1cccc(S(=O)(=O)N2CCOCC2)c1	-2%	-15%	2%	14	4%	7%	-6%	1	2
32	O=C(C1=NNCC1c1ccc(Cl)cc1)C1CO1 (stereo not drawn)	-9%	?	?	-67*	-2%	-2%	-4%	-8	-8
33	C/C(=N/NS(=O)(=O)c1ccccc1)c1ccc(NC(=O)C2CC2)cc1	-29%	-1%	1%	-6	-2%	-9%	3%	-11	-20
34	COC(=O)[C@]1(C)N[C@H](CN(C)C(=O)c2ccc(F)cc2)[C@@H]2C(=O)N(C)C(=O)[C@@H]21	13%	2%[9.22 µM]	-8%	22	-7%	13%	-4%	-12	7
35	Nc1nc(Nc2ccccc2F)nc(NC2CCCCC2)c1[N+](=O)[O-]	18µM*	13%	-8%	-71*	?	16µM*	21%	-6	7
36	Cc1ccc(C)c(N2CCN(Cc3nnnn3C3CCCCC3)CC2)c1	-3%	14%	-16%	-12	23µM*	-3%	8%	2	-14
37	COc1ccc(CN(CC(=O)NC2CCCC2)C(=O)CN2C(=O)COc3ccccc32)cc1	-2%	-2%	-3%	-8	-24%	0%	4%	-10	15
38	O=C(Nc1ccc(Cl)cc1)Nc1ccccc1Sc1ncc([N+](=O)[O-])s1	?	?	?	28	-10%	?	0%	2	-17
39	C=CCOc1c(Br)cc(C2C3=C(CCCC3=O)N(C)C3=C2C(=O)CCC3)cc1OCC	7%	23µM*	5%	19	4%	2%	2%	10	6
40	COCCNC(=S)N/N=C/c1ccc(OCc2ccc(C(=O)OC)cc2)cc1	4%	12%	9%	19	16%	9%	10%	3	8
41	CCC(=O)N(Cc1cc2c(C)cc(C)cc2[nH]c1=O)C1CCCCC1	-12%	6%	-10%	-14	-1%	-16%	-1%	-5	19
42	CC(=O)c1ccc(OCCn2c(SCC(=O)O)nc3ccccc32)cc1	2%	-1%	-7%	-25	-4%	1%	2%	10	-2
43	O=C(CNC(=O)c1ccccc1F)NCc1ccncc1	-2%	-4%	6%	-1	?	7%	-12%	2	18
44	COC(=O)c1ccc2c(=O)n(CCCCCC(=O)O)c(=O)[nH]c2c1	-5%	-5%	-1%	-8	5%	0%	-2%	-18	-16
45	Cn1c(=O)n(CCc2ccccc2)c(=O)c2c1nc1n2CCCN1c1ccccc1	0%	2%	1%	19	8%	1%	-1%	-1	10
46	Cc1cccc[n+]1CC(=O)c1ccc([N+](=O)[O-])cc1	17%	-30%[inhibitor][1.84 µM]	-10%	18	1%	26%	1%	5	-6
47	C[C@H](CO)N1C[C@H](C)[C@H](CN(C)S(=O)(=O)c2ccc3ccccc3c2)OCc2cnnn2CCCC1=O	0%	.	-16%	-23	-36%	-2%	4%	-7	-24
48	Cc1ccccc1-n1cc(CNC(=O)CC2C(=O)NCCN2C/C=C/c2ccccc2)cn1 (stereo not drawn)	-1%	18%	7%	-11	29%	3%	0%	-4	5
49	C=CCn1c(O)c(N=NC(=O)c2ccccc2NS(=O)(=O)c2cccs2)c2ccccc21	5%	1%	4%	23	-4%	-1%	-3%	2	-8
50	COc1ccccc1N1C(=O)c2ccccc2NC1c1ccc(O)cc1 (stereo not drawn)	18%	-10%	?	-30	?	11%	-6%	10	-19
51	Cc1cc2oc(C(=O)NCc3ccncc3)c(C)c2cc1C	-7%	-15%	-18%	?	?	13%	-4%	1	17
52	CN(C)/C=C/C(=O)c1ccc(OCCN(C)c2ccccn2)cc1	-9%	0%	-7%	-20	5%	-6%	4%	2	18
53	COc1cccc(C(=O)C2CCCN(C/C=C/c3ccccc3OC)C2)c1 (stereo not drawn)	-19%	8%[1.84 µM]	-1%	-18	5%	-25%	12%	-20	-7
54	CCCCC(CCC(=O)Nc1cc([N+](=O)[O-])ccc1O)C(=O)O (stereo not drawn)	11%	-10%	2%	15	0%	11%	-2%	-7	-21
55	CSc1nc2ccccc2n1CC(=O)Nc1cc(C(F)(F)F)ccc1N1CCOCC1	-25%	-8%	-17%	0	?	-22%	2%	-11	?
56	COC(=O)c1cc(=O)c2c(ccc3oc(=O)ccc32)[nH]1	1%	.	3%	7	-9%	14%	-3%	-4	-4
57	COc1ccc(C2CC(c3ccccc3)=NN2c2ccccc2)c(C(=O)O)c1OC (stereo not drawn)	-14%	?	-22%	-2	-9%	-13%	-1%	-3	-2
